Source: PubChem
Y pestis TopoI: Y. pestis Topo-I inhibition via cleavage products. activity, % at 10 µM. hit rate 0.064% among 360,000. Y. pestis Topo-I cleavage product accumulation, plate reader; in the data active = activity above about 50%, passing the limit was not always enough; inconclusive = no clear call, values can overlap the other calls; also: inactives centre near 2
PfHsp40 rescue: compounds rescuing yeast from Plasmodium falciparum HSP40 toxicity; hit rate 0.68% among 340,000; AID 504582; growth rescue, % at 12.5 µM; S. cerevisiae expressing PfHsp40, growth rescue, ATP luminescence; in the data active = growth rescue above about 28%, passing the limit was not always enough; inconclusive = no clear call, values can overlap the other calls;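 also: yeast W303a lacking pdr1 and pdr3 grown in galactose medium; growth measured after three days at 30 °C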
Anthrax LF inh2: blocks Bacillus anthracis lethal factor protease | multiplex microsphere protease cleavage assay, LF | hit rate 0.12% among 360,000 | inhibition, % at 10 µM; also: plate controls were buffer without enzyme for full effect and enzyme alone for no effect
BoNT A protease: blocks Botulinum neurotoxin A light chain protease; multiplex microsphere protease substrate cleavage, flow cytometry; inhibition, % at 10 µM; hit rate 0.17% among 360,000; AID 588499; also: plate controls were buffer without enzyme for full effect and enzyme alone for no effect
TcdB inh: TcdB glycohydrolase inhibition; inhibition, % at 9.99 µM; AID 652162; P18177; TcdB glycohydrolase enzymatic assay, plate reader; hit rate 0.24% among 350,000; in the data active = inhibition above about 10%
PrPC surface inh: cell surface PrPC inhibition, primary TR-FRET screen. hit rate 0.43% among 370,000. TR-FRET read-out. AID 720596. inhibition, % at 13.8 µM. P04156; in the data active = inhibition above about 24%; also: 0% = median of the test wells and 100% = reference compound wells
BoNT-F LC inh: inhibitors of Botulinum neurotoxin F light chain protease | inhibition, % at 10 µM | Multiplex microsphere protease cleavage assay, flow cytometry | hit rate 0.22% among 360,000; in the data active = inhibition above about 35%, passing the limit was not always enough; inconclusive = no clear call, values can overlap the other calls; also: plate controls were buffer without enzyme for full effect and enzyme alone for no effect
CCHF vOTU inh: CCHFV vOTU protease inhibition; hit rate 0.55% among 370,000; AID 651958; inhibition, % at 11.5 µM; Pep-AMC fluorescence; in the data active = inhibition above about 30%; also: 0% = vehicle wells with enzyme and 100% = no enzyme wells
FadD28 binding: inhibitors of Mycobacterium tuberculosis FadD28 bisubstrate binding | inhibition, % at 12.5 µM | hit rate 0.22% among 360,000 | FadD28 bisubstrate probe binding, fluorescence polarization | AID 588549; in the data active = inhibition above about 8.5%, passing the limit was not always enough; inconclusive = no clear call, values can overlap the other calls
* marks the source's active call; other numbers are inactive results; u = inconclusive; x = not tested or not shown. Rule as the data show it, unless noted: active = inhibition above about 30%; inconclusive = no clear call, values can overlap the other calls; inactive = below that. Hits appear at their usual frequency; any-hit rate near 2.3%.

SMILES	Y pestis TopoI	PfHsp40 rescue	Anthrax LF inh2	BoNT A protease	TcdB inh	PrPC surface inh	BoNT-F LC inh	CCHF vOTU inh	FadD28 binding
CCOC(=O)C1CCCN(C(=O)c2ccc(CNc3c(N4CCC(C)CC4)c(=O)c3=O)cc2)C1 (stereo not drawn)	7	-0.2	1	-0.6	2.0	7	-2	-3	-1.7
CCN(CC)C(=O)C1=C(C)N(Cc2ccc(F)cc2)C(=O)C(CC(=O)NCCCN(C)C)C1 (stereo not drawn)	-4	x	-5	-0.2	0.4	9	-3	1	-5.1
Cc1ccc(NC(=O)c2ccc(CNc3c(N4CCOCC4)c(=O)c3=O)cc2)cc1	0	-0.2	-4	-0.4	1.8	-2	-2	-2	-3.7
CN1CCN(c2nc(-c3ccccc3)ncc2S(C)(=O)=O)CC1	-9	-1.0	-4	-6.5	0.4	-2	u	-4	-3.7
CCOC(=O)c1cc2c(=O)n3ccccc3nc2n(CCOC)c1=NC(=O)c1ccncc1	-1	-0.5	-8	2.2	x	-29	24	-155	-0.2
COc1cc(N)c2ncccc2c1Br	-7	1.4	1	1.2	-0.7	-13	-10	105*	-1.8
COc1ccc(CCNC(=O)c2cc(-c3cccs3)on2)cc1OC	22	-1.0	-2	-0.1	2.4	x	0	x	-1.8
O=C(COC(=O)c1ccccc1F)Nc1cccnc1Cl	-4	2.4	1	-0.7	-0.8	9	1	-11	2.5
COC(=O)c1ccccc1OCCCN(C)C	3	-1.1	2	0.5	-0.9	-3	-3	-8	1.4
CCn1c(C)nc2cc(S(=O)(=O)C(F)F)ccc21	3	-0.8	2	0.1	x	-1	8	-10	-2.1
COc1cccc(NC(=O)C2(C)CCN2C(=O)CC2CC2)c1 (stereo not drawn)	-6	x	2	0.7	-1.3	-1	3	-13	1.1
O=C(Cn1cnc2ccccc21)N/N=C/c1ccccc1[N+](=O)[O-]	2	0.7	-5	-4.4	x	-12	-30	10	-4.4
CCc1ccc(NC(=O)c2noc3c2CCc2ccccc2-3)cc1	14	-0.7	-2	0.3	x	-1	-2	-6	0.1
Cc1ccc(S(=O)(=O)N(C)C)cc1NS(=O)(=O)c1ccc(Cl)s1	-6	1.3	-3	-1.3	3.1	7	-3	6	-0.7
O=C(CNC(=O)c1ccccc1F)NC1CCN(Cc2ccccc2)CC1	8	-0.5	2	-1.8	1.6	-3	-2	-4	-0.3
CCc1ccc(CN2CCC(n3nccc3NC(=O)c3ccccc3)CC2)o1	13	0.8	-3	1.0	-1.2	-6	3	18	-4.0
Cc1cc(C(=O)N2CCCC(C(=O)c3cccc4ccccc34)C2)nc(C)n1 (stereo not drawn)	10	0.4	-4	-1.5	-0.4	-2	1	14	-0.4
CCN(CC)CCn1c(=S)[nH]c2cc(C(=O)NCc3ccc(C)cc3)ccc2c1=O	11	1.7	-1	-0.4	1.8	-4	6	-5	-1.9
Cc1ccccc1-c1nnc(SCc2ccccc2F)o1	43	2.1	-13	-0.3	x	-3	-8	4	-5.4
CCOC(=O)C1=C(COC(=O)/C=C/c2ccc(C)o2)NC(=O)NC1C (stereo not drawn)	-10	1.6	-6	2.6	1.6	5	0	4	0.0
CC(C)OP(=O)(OC(C)C)C(Nc1ccccn1)c1ccc(F)cc1 (stereo not drawn)	6	1.0	-1	0.2	x	0	0	-9	-0.5
O=C(N/N=C/c1ccoc1)c1ccc(Cl)cc1	3	-1.2	3	0.8	-0.5	6	7	-3	-3.6
Cc1ccc(SCC(=O)OCC(=O)NC2CCCCCCC2)cc1	49	-1.0	u	u	1.5	2	u	30*	-2.4
CCCN1CCC(CCOc2ccccc2)(C(=O)OCC)CC1	10	-0.2	7	-1.4	0.3	0	-30	-10	1.2
Cc1ccc(OCc2nc(-c3ccc(Cl)cc3)n[nH]2)cc1	-4	6.8	-12	2.0	x	13	1	-2	-5.1
O=C(CCS(=O)(=O)c1ccc(Br)cc1)N1CCN(Cc2ccccc2)CC1	-6	1.4	3	0.5	x	-3	1	2	0.4
CCCS(=O)(=O)c1nc(S(=O)(=O)c2ccc(C)cc2)c(N2CCN(C)CC2)s1	3	-1.0	4	12	0.9	6	14	10	-0.6
COc1ccc(Cn2nnnc2C(C(C)C)N2CCN(c3ccccc3OC)CC2)cc1 (stereo not drawn)	17	0.1	-1	-0.1	x	8	-10	16	1.0
O=C1NC[C@H](CC2CCCCC2)N(CCc2cccc(F)c2)C1=O	7	1.3	-2	-0.7	0.6	3	-12	-2	-1.4
O=C(NCC1CCN(Cc2ccccc2F)CC1)Nc1cc(F)ccc1F	-1	0.2	-1	-4.4	0.4	2	-7	6	-3.6
CC(=O)c1ccc(N2CCN(c3ccccc3O)CC2)c([N+](=O)[O-])c1	2	-0.4	-1	-1.7	0.7	-8	-2	17	1.3
CCC(=O)Nc1nnc(S(=O)(=O)N2CCCc3ccccc32)s1	-4	0.8	-10	-0.1	1.5	-6	2	-4	-1.0
O=c1c2ccccc2nc2n1CCS2(=O)=O	-1	0.1	u	-6.6	-0.1	-3	-30	-3	-4.1
COCCCNC(=O)c1c(NC(=O)c2ccccc2)n(Cc2ccccc2)c2nc3ccccc3nc12	-3	-1.7	10	u	x	-6	-1	3	-1.7
CCN(CC(=O)NCc1ccc(Cl)cc1)C(=O)COc1cccc(Cl)c1	1	0.8	-2	-3.4	-2.1	-10	5	9	-2.6
Cc1ccc(-c2n[nH]c(=O)c3ccccc23)cc1S(=O)(=O)Nc1ccc(F)cc1	9	-0.5	7	-0.1	2.0	7	1	-5	-5.6
CCOC(=O)/C=C1\SCC(=O)N1CC(=O)Nc1ccc2c(c1)CCC2	2	-0.9	2	0.3	x	7	-1	3	-1.0
Cc1cccc(NC2=C/C(=N/S(=O)(=O)c3cccs3)c3ccccc3C2=O)c1	-3	-0.6	-3	0.6	x	0	-9	27	-0.2
O=C(CCN1C(=O)S/C(=C\C=C\c2ccccc2)C1=O)Nc1ccc(O)cc1	-1	0.9	-2	0.6	-0.6	-2	1	12	-0.9
CON(C)S(=O)(=O)c1cccc(C(=O)Oc2ccc(N(C)S(=O)(=O)c3ccccc3)cc2)c1	26	2.4	0	0.3	-0.8	4	6	-7	-1.4
COc1cc(NC(=O)c2ccco2)ccc1NC(=O)C(C)C	3	0.6	-3	u	x	-3	-7	-8	-4.2
CSc1ncccc1C(=O)OCC(=O)N(CC(C)C)c1c(N)n(Cc2ccccc2)c(=O)[nH]c1=O	4	-0.9	-2	-1.5	-0.3	-3	-16	3	-0.9
CC(C)Oc1ccc(C(=O)Nc2ccc([N+](=O)[O-])cc2)cc1	2	0.9	-1	-0.5	0.4	9	-4	5	-0.1
COc1ccc(NC(=O)CCNC(=O)Cn2cnc3sc4c(c3c2=O)CCCC4)cc1OC	3	-0.3	2	0.5	2.0	-4	5	7	-2.9
CCN(C(=O)c1cn(C)c(=O)c2cc(OC)c(OC)cc12)c1ccccc1C	-7	-0.6	0	1.1	x	1	16	5	-2.9
CCNC(=S)NC1CC2CCCC(C1)N2CCc1ccccc1 (stereo not drawn)	9	0.6	-15	0.5	-0.1	-8	u	-5	-0.8
Cc1ccc(NC(=O)c2sc3ncn(CC(=O)N4CCN(c5ccccn5)CC4)c(=O)c3c2C)cc1F	26	1.9	-1	0.6	0.9	-4	5	0	-3.4
O=C(NCCN1CCOCC1)c1cc(-c2ccccc2)nc2ccccc12	-3	x	-7	-0.2	0.7	2	0	-4	-0.5
CCN(CCCNC(=O)CCc1nc(-c2ccc(OC)cc2)no1)c1cccc(C)c1	-10	0.5	1	0.4	x	0	-20	11	-0.6
Cn1c(N)c(C(=O)Nc2ccc(-c3ccccc3)cc2)sc1=S	-1	3.3	2	-3.6	0.9	16	12	3	-1.3

(listing goes on)
SMILES	Y pestis TopoI	PfHsp40 rescue	Anthrax LF inh2	BoNT A protease	TcdB inh	PrPC surface inh	BoNT-F LC inh	CCHF vOTU inh	FadD28 binding
Cc1sc2ncnc(SCC(=O)NC3CC3)c2c1C	-7	1.0	2	-1.9	-5.3	7	-3	3	-0.3
COc1cc(OC)cc(C(=O)NC(=S)NNC(=O)c2cnccn2)c1	-2	5.4	1	-1.4	1.0	0	-20	2	-2.4
COC(=O)c1cc(COC(=O)c2nc3nccc(C)n3n2)oc1C	9	0.6	-5	-0.9	-0.7	-5	-2	-11	-1.1
CCCN1CCN(C(=S)Nc2ccc(S(N)(=O)=O)cc2)CC1	8	0.6	-2	-1.1	-0.7	3	-8	6	-0.7
Nc1ccc(-c2c3ccccc3nc3ccccc23)cc1	-1	0.4	-4	1.4	2.1	5	u	-11	x
CCn1c(C)c(C)c2cc(C(=O)N3CCCC3)ccc21	17	0.1	4	1.4	1.0	-2	4	14	u
CSc1cccc(CN2CCCC(CNC(=O)c3ccco3)C2)c1 (stereo not drawn)	4	2.1	-2	-2.5	0.0	-7	-8	5	-3.1
O=C1NCC(O)=C1C=Nc1ccccc1O	0	-1.5	-6	-1.7	-2.7	-3	-2	2	0.9
Cc1ccc(S(=O)(=O)N2CCCOC2CNC(=O)C(=O)NC2CCCC2)cc1 (stereo not drawn)	8	-1.0	0	0.0	-1.1	1	0	7	1.3
COC(=O)C[C@H](NC(=O)Cn1cc(C)c(=O)[nH]c1=O)C(=O)OC	-6	-1.9	-2	-0.2	0.4	-4	0	11	-2.3
Cc1ccc(N2CC(C(=O)OCc3nc(N)nc(Nc4ccccc4C)n3)CC2=O)cc1 (stereo not drawn)	-5	0.0	-2	-3.6	2.6	-2	-2	4	-3.3
O=C(NCCCn1ccnc1)c1nc(Cn2cc(Br)cn2)no1	-3	-1.3	-6	-0.8	1.2	2	-1	8	-1.0
CCOC(=O)CSc1nc2sc3c(c2c(=O)n1-c1ccc(OCC)cc1)CCN(C)C3	5	-1.7	20	53*	-1.3	-9	10	-1	-2.3
CCOc1ccc(N2CC(C(=O)Nc3ccccn3)CC2=O)cc1 (stereo not drawn)	-5	-0.5	3	-0.3	0.8	6	-3	7	-1.3
NC(=O)c1cc(S(=O)(=O)NCc2cccc(Br)c2)cs1	-1	0.1	0	0.9	1.6	-7	1	4	-4.9
c1ccc2c(c1)[nH]c1ccccc12	8	2.5	-4	0.0	0.2	7	4	-3	-2.3
COc1ccccc1N1C(=O)C2C(C(=O)c3ccccc3)=NN(c3ccc(C)cc3)C2C1=O (stereo not drawn)	3	x	x	x	-1.1	-6	x	-10	-1.1
COc1cc(/C(C)=N/N2CCN(Cc3ccc(C)cc3)CC2)ccc1O	13	-1.1	20	-1.9	7.0	-7	u	9	-3.6
COc1ccc(NC(=O)NCCc2cccc(Cl)c2)cc1OC	-8	-1.2	0	0.8	0.3	7	1	3	-4.1
CCCOC(=O)C1NC(=O)N2C(C(=O)OCCC)C(C)(C)S[C@H]12 (stereo partly drawn)	4	8.2	1	-0.3	0.0	0	4	-1	-2.9
Cc1c(NC(=O)C(C)OC(=O)C(NC(=O)c2ccco2)C(C)C)c(=O)n(-c2ccccc2)n1C (stereo not drawn)	2	0.6	-2	u	x	-7	3	-3	-2.0
CCNC(=S)NNC(=O)c1cccc(Br)c1	-3	8.0	0	0.0	x	6	-1	-8	-5.1
